Screens as filed in PubChem.
TNAP act hiacc = activators of human TNAP at high phosphate acceptor concentration; P05186; purified TNAP, CDP-star luminescence, 1 M DEA, 30 min; stronger effect = higher value; 0 = EDTA background, 1 = DMSO-only activity; activation factor at 20 µM; 200,000 tested, under 10 active;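 active = activation factor at least 2 at 20 µM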
Target sequence (P05186 whole entry, looked up): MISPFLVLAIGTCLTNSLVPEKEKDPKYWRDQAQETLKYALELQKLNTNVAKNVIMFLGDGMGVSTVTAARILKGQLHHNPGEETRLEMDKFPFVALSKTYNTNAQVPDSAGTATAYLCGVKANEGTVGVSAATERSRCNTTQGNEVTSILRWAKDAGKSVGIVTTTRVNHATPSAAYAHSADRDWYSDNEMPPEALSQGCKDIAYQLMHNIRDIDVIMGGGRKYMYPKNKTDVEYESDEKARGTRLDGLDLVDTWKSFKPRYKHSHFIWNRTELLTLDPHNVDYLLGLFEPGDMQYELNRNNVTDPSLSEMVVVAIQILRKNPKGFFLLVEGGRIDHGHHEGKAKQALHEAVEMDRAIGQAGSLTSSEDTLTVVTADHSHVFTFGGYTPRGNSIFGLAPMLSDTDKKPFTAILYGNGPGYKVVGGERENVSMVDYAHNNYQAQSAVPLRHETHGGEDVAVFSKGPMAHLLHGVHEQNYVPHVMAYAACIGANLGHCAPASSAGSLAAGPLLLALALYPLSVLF
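system = human TNAP | amount = enzyme diluted 1/800 final | reagent = 100 µM CDP-star substrate | signal = luminescent substrate turnover signal | dosing = one dose, 20 µM | benchmarks = EDTA negative control, DMSO positive control | measure = activation factor | timing = 30 min reaction, room temperature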
FLuc inh counter = counter-screen for luciferase assay inhibitors: firefly luciferase inhibition | P08659 | ATPLite firefly luciferase biochemical luminescence, 10 min | inhibition, % at 10 µM | 1.5% of 200,000 active | AID 1006;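 active = inhibition above about 50% when tested at 10 µM, limit read from the data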
Target sequence (P08659 whole entry, looked up): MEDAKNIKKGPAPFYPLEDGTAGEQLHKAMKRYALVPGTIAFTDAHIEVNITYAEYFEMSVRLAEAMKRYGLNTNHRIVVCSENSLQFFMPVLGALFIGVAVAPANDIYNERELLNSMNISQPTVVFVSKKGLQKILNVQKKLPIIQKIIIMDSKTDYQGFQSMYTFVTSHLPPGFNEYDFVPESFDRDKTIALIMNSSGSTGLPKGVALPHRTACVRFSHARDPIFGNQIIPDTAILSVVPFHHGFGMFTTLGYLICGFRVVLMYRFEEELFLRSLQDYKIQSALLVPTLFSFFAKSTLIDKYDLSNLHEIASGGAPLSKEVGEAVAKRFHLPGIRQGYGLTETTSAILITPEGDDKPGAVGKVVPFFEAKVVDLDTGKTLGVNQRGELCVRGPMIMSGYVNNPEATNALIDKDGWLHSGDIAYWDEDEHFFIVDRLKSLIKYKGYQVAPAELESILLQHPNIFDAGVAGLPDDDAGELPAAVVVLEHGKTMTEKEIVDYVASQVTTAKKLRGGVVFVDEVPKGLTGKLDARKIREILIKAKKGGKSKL
Lmaj promast = Leishmania major promastigote growth inhibition; Leishmania major promastigotes, resazurin fluorescence viability; inhibition, % at 10 µM; 9% of 200,000 active; AID 1063; in the data active = inhibition above about 50%;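 also: promastigotes grown with compound for 44 hours at 28 °C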
TNAP inh no acc = TNAP (human) inhibition, acceptor-free conditions | P05186 | purified TNAP, CDP-star luminescence, 30 min | inhibition, % at 20 µM | 0.26% of 200,000 active;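 active = tissue-nonspecific alkaline phosphatase inhibition above about 50% at 20 µM in the single-dose screen, limit read from the data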;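 also: 0% = DMSO negative control and 100% = EDTA positive control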
bIAP inh = intestinal alkaline phosphatase (bovine) inhibition. 190,000 tested, under 10 active. inhibition, % at 20 µM. purified bovine IAP, CDP-star luminescence, 30 min;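 active = over 50% inhibition of intestinal alkaline phosphatase at 20 µM in the single-dose screen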
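Incubation: 30 min reaction at room temperature / Material: purified bovine intestinal alkaline phosphatase (IAP) enzyme / Input: enzyme at 1/65,000,000 dilution / Dosing: 20 µM single dose / Signal: CDP-star luminescence signal / Reagent: CDP-star chemiluminescent phosphatase substrate, 30 µM final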
APP 5UTR inh = APP translation inhibition; inhibition, % at 2 µM; 0.82% of 190,000 active; SH-SY5Y APP 5'UTR-luciferase reporter, luminescence;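 active = inhibition above a set limit, derived from the sample mean plus 3 SD, cut at about 45% in these data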; also: values of inactives mirror those of a sister screen read the other way
bIAP activator = intestinal alkaline phosphatase (bovine) activation | purified bovine IAP, CDP-star luminescence, 30 min; stronger effect = higher value; fold of DMSO-control signal, blank-subtracted | AID 1016 | activation factor at 20 µM | 0.17% of 200,000 active;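 active = activation factor of 2 or more at 20 µM, a signal rise over negative controls twice the positive control's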
TNAP inh hi DEA = blocks human TNAP under high phosphate acceptor concentration | inhibition, % at 20 µM | AID 1135 | purified TNAP, CDP-star luminescence, 1 M DEA | 0.03% of 200,000 active;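 active = over 50% inhibition of tissue-nonspecific alkaline phosphatase at 20 µM in the single-dose screen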;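 also: plate controls were DMSO wells for no effect and EDTA-quenched wells as full inhibition for full effect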
RAM inhibit = blocks the yeast RAM network; S. cerevisiae dse1pr::URA3 reporter, 5-FOA growth OD615, 2 d; analog-sensitive cbk1-as2 kinase mutant strain; inhibition, % at 50 µM; 1.8% of 190,000 active; AID 868;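 active = inhibition above a set limit, 3 SD over mean compound inhibition, cut at about 8.4% in these data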;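 also: 0% = DMSO-only wells with no growth and 100% = 10 µM 1-NA-PP1 full growth; inhibition rescues growth on 5-FOA so higher OD means more RAM inhibition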
FLuc stim CS = affects firefly luciferase, flagging false hits in luciferase stimulation screens. activation factor at 10 µM. AID 1027. ATPlite luciferase biochemical, luminescence, 10 min; 0 = ATP-free wells, 1 = DMSO control. P08659. 200,000 tested, under 10 active;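 active = luciferase activation factor, scaled between plate controls, of at least 2 with compound at 10 µM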
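System: luciferase plus luciferin reagent, cell-free; medium: PBS as buffer for the ATP substrate; dosing: test compounds dosed from 2 mM stocks in 100% DMSO; timing: 10 min post-reagent at room temperature; measured by: luminescence measurement of luciferase light output; evaluation: luciferase activation, seen as luminescence increase over controls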
Starred values were filed as active, the others as inactive; x = not tested or not shown. Hits appear at their usual frequency, and some 13% of all compounds hit somewhere here.

SMILES	TNAP act hiacc	FLuc inh counter	Lmaj promast	TNAP inh no acc	bIAP inh	APP 5UTR inh	bIAP activator	TNAP inh hi DEA	RAM inhibit	FLuc stim CS
COc1cccc(-n2nnnc2SCC(=O)Nc2ccc(C(C)=O)cc2)c1	1	-6	2	-4	-6	-5	1.1	-1	0.4	1.1
Cc1cc(Cl)ccc1OCCCC(=O)Nc1cccnc1	1	-2	38	-9	16	10	0.8	-5	0.5	1
CCN1C(=C(C#N)C#N)C=Cc2cc(C)ccc21	1	-3	0	-6	3	-11	1	1	5.6	1
CCCN(CCC)C(=O)Cc1ccc(F)cc1	1	-3	-1	-8	16	-27	0.8	1	0.5	1
CCOc1ccc(CCNC(=O)C2CCN(S(=O)(=O)N3CCCCC3)CC2)cc1OCC	1	-5	-1	-10	-11	2	1.1	-3	2.7	1.1
COc1ccc(-c2nc(-c3cccs3)c(-c3cccs3)[nH]2)cc1OC	1.1	-6	100*	-6	-4	7	1	-5	1.1	1.1
COc1ccccc1OCc1nc2ccccc2[nH]1	1	17	2	-15	8	-83	0.9	0	0.6	0.8
CCOc1ccc(C(=O)N/N=C/c2cc([N+](=O)[O-])cs2)cc1	1	2	13	-14	16	3	0.8	-1	0.5	1
Cc1ccc(-c2nc3ccc([N+](=O)[O-])cc3[nH]2)cc1	1	61*	41	3	4	-152	1	2	0.1	0.4
O=C(CSc1nnc(-c2ccncc2)n1-c1ccccc1)Nc1ccc(C(=O)O)cc1	1	3	-4	-11	7	-7	0.9	0	0.6	1
CN(C)c1ccc(N/C(=N\S(=O)(=O)c2cccs2)c2ccccc2)cc1	1	-1	4	-6	4	4	1	-1	0.1	1
Cc1ccc(C(=O)N/C(=C/c2cccnc2)C(=O)NCc2ccco2)cc1	1	-4	-5	-11	4	-13	1	-3	0.6	1
CCOc1ccccc1C1C(C#N)=C(N)Oc2cc(C)n(Cc3ccccn3)c(=O)c21 (stereo not given)	1	-6	-1	-9	2	-22	1	-4	0.5	1.1
COc1cc(/C=C2/NC(=O)N(c3cccc(Cl)c3)C2=O)ccc1O	0.9	-3	-8	6	2	55*	1	10	2.4	1
COc1ccc(C(=O)Nc2cccc(-c3nc4ncccc4o3)c2C)cc1OC	1	-8	9	-6	3	0	1	-4	4.8	1.1
OC(CN1CCN(Cc2ccccc2)CC1)c1ccc(F)cc1 (stereo not given)	1	-2	96*	-9	-4	-3	1	-2	-0.7	1
CCc1n[nH]c(=S)n1/N=C/c1cc(OC)cc([N+](=O)[O-])c1O	0.7	12	44	37	7	-14	0.9	30	2.6	0.9
COc1cc(OC)c(N(C)S(=O)(=O)c2cccc(C(=O)OCC(=O)NCc3ccco3)c2)cc1Cl	1	-7	53*	-11	-6	4	1.1	-2	4.1	1.1
O=C1C2C3C=CC(C4CC34)C2C(=O)N1CCc1ccccc1 (stereo not given)	1.1	0	-5	-11	32	-1	0.7	-8	0.5	1
CC(=O)NC1(C2CCCCC2=O)CCCCC1 (stereo not given)	1.1	-5	-4	-8	2	-6	1	-6	2.7	1
CC1(C)COC(/C=C/c2cccc([N+](=O)[O-])c2)=N1	1	-2	98*	-7	0	8	1	-4	0.9	1
Cn1c(=O)cc(OCC(=O)Nc2ccccn2)c2ccccc21	1	-2	-1	-18	-2	16	1	-4	0.0	1
Cc1ccc(C(=O)/C=C/c2cn(CN3CCN(C)CC3)c3ccccc23)cc1	1	20	3	5	29	-76	0.7	5	0.7	0.8
C/C(=N/NC(=O)c1cccs1)c1ccco1	1.1	40	-4	-4	-25	-82	1.3	-5	1.8	0.6
CN(C)C1N(C(=O)c2ccccc2)N=C2c3ccccc3S(=O)(=O)N21 (stereo not given)	1	-5	-5	-2	-2	-5	1	-2	-0.2	1.1
O=C(NCc1cccnc1)c1ccc(-c2cc(Cl)ccc2Cl)o1	1.1	-1	-2	-2	-8	-22	1.1	-7	0.3	1
Cc1ccc(C)c(C(=O)COc2ccccc2[N+](=O)[O-])c1	0.9	-1	30	11	-2	-12	1	13	0.4	1
COC(=O)c1ccc(CSc2ncnc3c2nnn3-c2ccc(OC)cc2)o1	1	4	-5	-6	5	0	1	-2	5.1	1
COc1ccc(CCNC(=O)COc2cc(=O)n(C)c3ccccc23)cc1OC	1.1	-3	7	-13	1	-3	1	-6	0.5	1
CC(C)=CC(=O)Nc1nnc(-c2ccccc2)s1	1	3	-7	-3	13	-10	0.9	0	3.3	1
Cc1occc1C(=O)N1CCN(C(=O)C2CCCO2)CC1 (stereo not given)	1	-8	-10	-10	20	-6	0.8	-5	0.0	1.1
CC(=O)c1ccc(NC(=O)c2cn(-c3ccccc3)nc2-c2ccncc2)cc1	1	4	-1	-3	10	x	0.9	-4	0.1	1
CCOC(=O)CCC(=O)N1CCOCCN(C(=O)CCC(=O)OCC)CCOCC1	1.1	-7	-5	-13	2	0	1	-10	0.1	1.1
COc1ccc(CC(NC(C)=O)C(=O)N2CCN(C(=O)Nc3cccc(Cl)c3)CC2)cc1OC (stereo not given)	1	-6	-6	-4	3	-22	1	0	0.2	1.1
Cc1cc(C)c[n+](-c2nc3ccccc3nc2[N-]S(=O)(=O)c2ccc(Cl)cc2)c1	1	0	-6	-6	9	-9	0.9	1	2.4	1
Cc1ccc(/C=N/n2nnnc2N)o1	1.1	-7	0	-20	16	3	0.8	-8	1.1	1.1
O=C(Cc1ccc(F)cc1)N1CCN=C1SCc1cccc([N+](=O)[O-])c1	1	-8	46	-3	6	2	0.9	-4	1.9	1.1
O=c1c2ccccc2[nH]c(=S)n1C1CCCCC1	1	-7	14	-4	6	3	0.9	-4	4.3	1.1
CCOC(=O)c1c2n(c3ccc(O)cc13)CCCCC2	1	-2	11	-8	3	-10	1	-1	2.6	1
O/N=C1\CCCc2oc3c(c21)CCCC3	1	3	-8	4	5	-8	1	-3	2.7	1
Cc1cc2nc(SCCOC(=O)Nc3cccc(Cl)c3)nc(C)c2cc1C	1	-3	-4	0	6	13	0.9	-2	3.1	1
CC(=O)Oc1ccc(C(=O)Nc2cccc(C(=O)c3cccc(NC(=O)c4ccc(OC(C)=O)cc4)c3)c2)cc1	1	-5	10	6	44	15	0.6	-4	0.9	1.1
Cc1cc(NC(=O)CSc2ccc3nnc(CCNC(=O)c4ccccc4)n3n2)no1	1	-3	-4	-11	-2	-7	1	-4	1.1	1
Cc1onc(-c2c(F)cccc2Cl)c1C(=O)N1C=CC(C(F)(F)Cl)=NCC1	1.1	-9	-2	-12	0	-6	1	-6	-0.3	1.1
COc1cc2cc(C)c3nnc(SCC(N)=O)n3c2cc1OC	1.1	-4	x	-15	-5	x	1.1	-10	x	1
Cc1ccc(NC(=O)COc2ccc(S(=O)(=O)N3CCOCC3)cc2)cc1	1	-8	-3	-8	5	1	0.9	-5	1.1	1.1
CSc1nc(-c2ccco2)cc(C(F)(F)F)c1C#N	1	-3	5	-8	42	-20	0.6	0	3.0	1
O=C(Nc1ccc(N2CCOCC2)cc1)C1CCCN(S(=O)(=O)c2cccc(C(F)(F)F)c2)C1 (stereo not given)	1	-4	-3	-7	12	-2	0.9	-5	3.1	1
COCCn1c(SCC(=O)Nc2nnc(C)s2)nnc1-c1ccncc1	1	-6	-7	4	1	-12	1	-4	-0.2	1.1
COc1ccc(C)cc1NC(=O)COC(=O)C1CC1	1	1	1	-6	18	-3	0.8	-2	0.4	1

(cont.)
SMILES	TNAP act hiacc	FLuc inh counter	Lmaj promast	TNAP inh no acc	bIAP inh	APP 5UTR inh	bIAP activator	TNAP inh hi DEA	RAM inhibit	FLuc stim CS
O=C(Nc1cccc(-c2cnc3ccccc3n2)c1)c1ccco1	1	6	3	-9	7	10	0.9	-4	3.6	0.9
Cc1ccnc(NC(=O)Nc2cccc(F)c2)c1	1	31	3	-7	20	-198	0.8	1	0.7	0.7
O=C(Cn1nnc(-c2ccc3c(c2)OCO3)n1)NCc1ccccc1	1.1	-4	-4	-10	-13	6	1.1	-7	3.5	1
COc1cccc(-c2cc(C(F)(F)F)c3c(N)c(C#N)sc3n2)c1	1.1	-8	-1	-3	1	1	1	-5	4.7	1.1
O=C(NCc1cn2ccsc2n1)c1cccc(C(F)(F)F)c1	1	-4	-7	-16	15	16	0.9	-4	1.3	1
CCCOC(=O)c1ccc(NC(=O)c2cc(OC)c(OC)c(OC)c2Br)cc1	1	-4	2	-8	-3	1	1	-1	5.3	1
Cc1sc2nc(-c3ccccc3)oc(=O)c2c1C	1	16	-2	-10	16	-29	0.8	-2	4.2	0.8
O=C(COC(=O)[C@@H]1CC(O)CN1S(=O)(=O)c1ccccc1[N+](=O)[O-])Nc1ccc2ccccc2c1 (stereo not given in full)	1	-6	44	14	-4	-9	1	-1	3.8	1.1
CCS(=O)(=O)Nc1ccc(-c2nc3cccnc3s2)cc1	1.1	67*	-7	-12	7	-197	0.9	-6	3.0	0.3
CC1c2nc3ccccc3n2C(CC(=O)NCc2ccccn2)C(=O)N1Cc1ccccc1 (stereo not given)	1	-2	-10	-5	-4	1	1	2	1.5	1
O=C(CNC(=O)c1ccc2c(c1)OCCO2)N/N=C/c1ccc(O)cc1O	1	-2	-2	-72	18	6	0.8	1	1.4	1
CCn1c(O)c(N=NC2=NC(=O)CS2)c2ccccc21	0.9	-3	-7	6	21	-24	0.8	8	0.6	1
COC(=O)c1ccc(NC(=O)C(C)Oc2ccccc2)cc1 (stereo not given)	1.1	-5	-5	-18	11	-16	0.9	-13	1.3	1.1
COc1ccc(-c2nnc(SCC(=O)/C(C#N)=C(\C)N)o2)cc1	1	10	1	-7	11	-194	0.9	2	2.6	0.9
CC1CC(C)CN(C/C=C/c2ccccc2[N+](=O)[O-])C1 (stereo not given)	1	-7	84*	-10	10	-12	0.9	-2	0.8	1.1
Cc1ccc(CNC(=O)CCCn2c(=O)[nH]c3ccccc3c2=O)cc1	1	-2	-5	-7	8	-4	0.9	-3	3.1	1

Shown bar-delimited: entries from further up
Molecule | TNAP act hiacc | FLuc inh counter | Lmaj promast | TNAP inh no acc | bIAP inh | APP 5UTR inh | bIAP activator | TNAP inh hi DEA | RAM inhibit | FLuc stim CS
COC(=O)c1ccc(NC(=O)C(C)Oc2ccccc2)cc1 (stereo not given) | 1.1 | -5 | -5 | -18 | 11 | -16 | 0.9 | -13 | 1.3 | 1.1
O=C(CNC(=O)c1ccc2c(c1)OCCO2)N/N=C/c1ccc(O)cc1O | 1 | -2 | -2 | -72 | 18 | 6 | 0.8 | 1 | 1.4 | 1
CCn1c(O)c(N=NC2=NC(=O)CS2)c2ccccc21 | 0.9 | -3 | -7 | 6 | 21 | -24 | 0.8 | 8 | 0.6 | 1
CC1CC(C)CN(C/C=C/c2ccccc2[N+](=O)[O-])C1 (stereo not given) | 1 | -7 | 84* | -10 | 10 | -12 | 0.9 | -2 | 0.8 | 1.1
